ATXN2 expr inh = Primary qHTS for Inhibitors of ATXN expression | HEK-293 ATXN2-luciferase reporter, luminescence, 24 h | Potency, µM (titrated, usually from 57 µM), inactives show at the top dose activity change, negative = inhibition, most hits filed as inhibitors | actives 0.72% (n = 360,000) | AID 1745845, 2022; note: potency is the fitted concentration of half-maximal effect; % is set by controls: 0 for no effect and ±100 for the full control effect; nearly all actives have a fitted effect of over 55% in size
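qHTS (up to 57 uM final) was run with 24 h compound exposure of reporter cells at 37 °C. Each well was multiplexed: SteadyGlo luminescence measured ATXN2-luciferase expression after a fluorogenic Gly-Phe-AFC viability readout (25 uM final).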
Nrf2 block = Nrf2 qHTS screen for inhibitors. actives 2.1% (n = 360,000). A549 ARE-Fluc reporter, luciferase luminescence, 18-24 h. Potency, µM (doses to about 46 µM), inactives show top-dose activity change, negative = inhibition, hits mostly inhibitors; note: potency is the fitted concentration of half-maximal effect; % is set by controls: 0 for no effect and ±100 for the full control effect; nearly all actives have a fitted effect of over 60% in size
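Concentration-response testing used A549 ARE_Fluc cells at 5000 cells/well. Following an 18-24 h compound incubation, viability was read by fluorescence (Ex 405/Em 525) and luciferase output by luminescence.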
A549 tox = Nrf2 qHTS screen for inhibitors: counterscreen for cytotoxicity; Potency, µM (top dose mostly 46 µM), for the others: at the top dose activity change, negative = cytotoxicity, hits mostly inhibitors; actives 0.16% (n = 390,000); AID 504648, 2011; A549 ARE-Fluc cells, CellTiter-Fluor viability, 18-24 h; note: potency is the fitted concentration of half-maximal effect; % is set by controls: 0 for no effect and ±100 for the full control effect
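Cytotoxicity counterscreen: CellTiter-Fluor fluorescence was measured in A549 ARE_Fluc cells after 18-24 h of compound exposure in a concentration series. The subsequent BugLite luminescent read reports ARE-luciferase activity.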
IL1B secr inh = qHTS for Inhibitors of Inflammasome Signaling: IL-1-beta AlphaLISA Primary Screen; AID 743279, 2014; THP-1 LPS/ATP IL-1B secretion, AlphaLISA, 16 h; active compounds read low; activity change, % at 57.5 µM; actives 4.7% (n = 360,000); in the data active = activity change below about -50%; inconclusive = mostly about -30% to -49%; note: % is set by controls: 0 for no effect and ±100 for the full control effect
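Secreted IL-1B measured by AlphaLISA bead assay after 16 h compound exposure of THP-1 cells; compounds (final up to 57.5 uM) added 1 h before LPS (250 ng/mL) and ATP (1.25 mM) stimulation; lower signal means less secretion.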
HepG2 tox = qHTS for Inhibitors of TGF-b: Cytotox Counterscreen; HepG2 CAGA-GFP viability, ATP luminescence, 18 h; Potency, µM (top dose mostly 46.1 µM), without a hit: at the top dose activity change, negative = cytotoxicity, actives largely listed as cytotoxic; actives 0.76% (n = 410,000); note: potency is the fitted concentration of half-maximal effect; some results filed as inactive show a strong effect at the top dose
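HepG2 CAGA-GFP cells (1000/well, DMEM with 1% FBS) received compound, then TGF-beta at 500 pg/mL final, and were incubated 18 hours at 37 degrees C. Viability was read by CellTiter-Glo luminescence. Media-only wells were set as complete cell-killing and DMSO as no toxicity.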
Nrf2 activator = qHTS of Nrf2 Activators; AREc32 ARE-luciferase reporter (MCF7-derived line), luminescence, 24 h; Potency, µM (doses to about 46.1 µM), without a hit: at the highest dose activation, hits mostly activators; actives 0.31% (n = 410,000); AID 624171, 2012; note: potency is the fitted concentration of half-maximal effect; % of control where 0% means no effect; nearly all actives have a fitted effect of over 65% in size
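Luciferase luminescence (Steady-Glo, 30 min at room temperature) served as the read-out of ARE activation in AREc32 cells treated with compounds for 24 hr at 37 deg C.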
S2 tox = Viability Counterscreen for Primary qHTS for Inhibitors of ATXN expression | S2 cells (HEK-293 line with an ATXN2-luciferase reporter) viability, CellTiter-Fluor protease fluorescence, 24 h | Potency, µM (series often up to 56.7 µM), usual class: cytotoxic | actives 0.49% (n = 400,000); note: potency is the fitted concentration of half-maximal effect; nearly all actives have a fitted effect of over 40% in size
MCF10A rereplic = A quantitative high throughput screen for small molecules that induce DNA re-replication in MCF 10a normal breast cells. MCF 10A DNA re-replication, Hoechst nuclear intensity, 48 h. Potency, µM (top dose mostly 46.1 µM), for the others: at the top dose activity, positive = re-replication, usual class: activators. actives 2.9% (n = 350,000); note: potency is the fitted concentration of half-maximal effect; % of control where 0% means no effect; nearly all actives have a fitted effect of over 50% in size
TGFb inhibitor = qHTS for Inhibitors of TGF-b; HepG2 CAGA-GFP TGF-b/SMAD3 reporter, GFP fluorescence, 18 h; TGF-beta stimulated, 500 pg/mL final; Potency, µM (highest dose often 46.1 µM), for the others: top-dose activity, negative = inhibition, usual class: inhibitors; actives 1.2% (n = 410,000); note: potency is the fitted concentration of half-maximal effect; % is set by controls: 0 for no effect and ±100 for the full control effect; nearly all actives have a fitted effect of over 65% in size
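Using HEPG2 CAGA-GFP reporter cells at 1000 cells/well, we pinned test compounds, stimulated with recombinant TGF-beta (500 pg/mL final) and measured total well GFP after 18 h.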
An asterisk follows results filed as active; i = inactive; ? = inconclusive; / = not tested or not shown; & = joins results of further samples; [ ] = dose if it differs, or a comment. Unless noted, calls come from the whole dose curve; as a rule, active = well fitted curve in the direction sought with a large enough effect; inconclusive = small, poorly fitted or top-dose-only effect, or another doubt; inactive = no such curve, though single readings can be large; an effect the other way counts as inactive or inconclusive.

1. CCCC(=O)NC(Oc1ccc(C(C)=O)cc1)C(Cl)(Cl)Cl (centres undefined)
2. CC(=NCc1ccco1)c1c(O)n(C2CCCCC2)c(=O)[nH]c1=O
3. COc1cc([N+](=O)[O-])c2nc(C)ccc2c1[N+](=O)[O-]
4. COC(=O)C1=C(c2ccc(S(C)(=O)=O)cc2)C[C@@H]2CC[C@H]1N2C(=O)NCCO
5. Cc1ccc(-c2nc(N(C)C3CCN(C)CC3)c3ccccc3n2)cc1
6. O=Cc1cn(Cc2cccc(F)c2)c2ccccc12
7. O=[N+]([O-])c1c2ccccc2cc2ccccc12
8. NCc1cc(=O)[nH]o1

| screen / no. | 1 | 2 | 3 | 4 | 5 | 6 | 7 | 8 |
| --- | --- | --- | --- | --- | --- | --- | --- | --- |
| ATXN2 expr inh | 3% | -3% | -25% | 2% | 20µM* | ? | 1% | 4% |
| Nrf2 block | 8% | ? | -7% | -2% | 9% | 11% | -16% | 4% |
| A549 tox | -4% | -1% | -8% | 1% | 4% | -1% | 1% | 1% |
| IL1B secr inh | 23 | 29 | -3 | 16 | -90* | 21 | ? | 0 |
| HepG2 tox | 6% | 12% | -72% | -1% | 13µM* | -45% | -12% | 1% |
| Nrf2 activator | 0.1% | 0.2% | 18µM* | -0.2% | 5.7% | 3.4% | 0.3% | -1.0% |
| S2 tox | i | i | 28µM* | i | ? | i | i | i |
| MCF10A rereplic | -1% | 6% | ? | 2% | 6% | ? | -1% | 16% |
| TGFb inhibitor | 9% | 4% | ? | -8% | ? | ? | -15% | 6% |

9. COC(=O)C1=C(C)OC(N)=C(C#N)C12C(=O)Nc1ccccc12 (centres undefined)
10. Nc1nonc1OCCCCOc1nonc1N
11. O=C(Nc1ccc(F)cc1F)c1cccnc1Oc1cccc(C(F)(F)F)c1
12. O=C(Cc1ccccc1)N1CCN(CCCc2ccccc2)CC1
13. CC(C)N(CC#CCC1(O)c2ccccc2-c2ccccc21)C(C)C
14. Fc1ccc(C2N3CCCN23)cc1 (centres undefined)
15. O=C(NCNC(=O)NC1C(=O)NC(=O)N1CO)NC1C(=O)NC(=O)N1CO (centres undefined)
16. Cc1ccsc1CNCCc1ccc(F)cc1

| screen / no. | 9 | 10 | 11 | 12 | 13 | 14 | 15 | 16 |
| --- | --- | --- | --- | --- | --- | --- | --- | --- |
| ATXN2 expr inh | -7% | 0% | 3% | -5% | -2% | -16% | -2% | 1% |
| Nrf2 block | 6% | -9% | -17% | -3% | -12% | 5% | 15% | 1% |
| A549 tox | 4% | -1% | -6% | 5% | 1% | 6% | 5% | 10% |
| IL1B secr inh | 11 | -18 | -3 | -4 | 10 | -15 | 27 | ? |
| HepG2 tox | -5% | -6% | 0% | -21% | -28% | 2% | -25% | -13% |
| Nrf2 activator | 0.4% | 0.0% | -0.2% | 3.3% | 0.5% | 0.1% | -0.3% | 2.4% |
| S2 tox | i | i | i | i | i | i | i | i |
| MCF10A rereplic | -5% | 9% | -6% | ? | 0% | 0% | -13%&1% | 30% |
| TGFb inhibitor | -13% | -19% | 2% | -5% | -11% | 9% | 1% | -5% |

Some of the entries so far, with tabs:
nr	Compound	ATXN2 expr inh	Nrf2 block	A549 tox	IL1B secr inh	HepG2 tox	Nrf2 activator	S2 tox	MCF10A rereplic	TGFb inhibitor
10	Nc1nonc1OCCCCOc1nonc1N	0%	-9%	-1%	-18	-6%	0.0%	i	9%	-19%
11	O=C(Nc1ccc(F)cc1F)c1cccnc1Oc1cccc(C(F)(F)F)c1	3%	-17%	-6%	-3	0%	-0.2%	i	-6%	2%
12	O=C(Cc1ccccc1)N1CCN(CCCc2ccccc2)CC1	-5%	-3%	5%	-4	-21%	3.3%	i	?	-5%
13	CC(C)N(CC#CCC1(O)c2ccccc2-c2ccccc21)C(C)C	-2%	-12%	1%	10	-28%	0.5%	i	0%	-11%
14	Fc1ccc(C2N3CCCN23)cc1 (centres undefined)	-16%	5%	6%	-15	2%	0.1%	i	0%	9%

Continuation.
17. Cc1cccc(N=Cc2c(O)n(C)c(=O)n(C)c2=O)c1
18. CCCCn1c(N)c(N(CC(C)C)C(=O)c2cc(Br)c(Br)s2)c(=O)[nH]c1=O
19. CN1CCN(P(=O)(c2ccccc2)c2nc3ccccc3s2)CC1 (centres undefined)
20. Cc1ccc(-n2c(O)c(C=NC3CCCC3)c(=O)[nH]c2=O)c(C)c1
21. O=C(Cn1c(=O)oc2ccccc21)Nc1ccc(Br)cc1
22. Cc1ccc(-n2nc(C)c3c2NC(=O)CSC3c2ccc(O)cc2)cc1Cl (centres undefined)
23. O=C(C1CCN(S(=O)(=O)N2CCOCC2)CC1)N1CCC2(CC1)OCCO2
24. CCN1C[C@]2(CO)CC[C@H](OC)[C@@]34C2[C@H](OC)[C@@](O)(C13)[C@@]1(O)C[C@H](OC)[C@H]2C[C@@H]4[C@@H]1[C@H]2OC

| screen / no. | 17 | 18 | 19 | 20 | 21 | 22 | 23 | 24 |
| --- | --- | --- | --- | --- | --- | --- | --- | --- |
| ATXN2 expr inh | -19% | ? | -2% | -4% | -3% | 0% | 2% | / |
| Nrf2 block | -5% | -4% | -1% | -11% | ? | ? | 5% | -24% |
| A549 tox | -11% | -22% | 18% | 2% | -2% | 7% | -14% | 0% |
| IL1B secr inh | -10 | -26 | -7 | 1 | -4 | / | 11 | 3 |
| HepG2 tox | 13% | -3% | 2% | -1% | -14% | -13% | -1% | 11% |
| Nrf2 activator | -0.8% | -0.9% | -0.5% | 0.2% | -0.5% | 5.6% | -0.9% | -0.3% |
| S2 tox | i | ? | i | ? | i | ? | i | i |
| MCF10A rereplic | 0% | ? | 9% | 4% | 9% | / | -2% | 5% |
| TGFb inhibitor | -19% | -5% | 5% | -26% | 10% | -26% | 1% | 25% |

25. CC1CC(C)CN(S(=O)(=O)c2ccc3c(c2)oc(=O)n3CC(=O)NCc2cccnc2)C1 (centres undefined)
26. O=C1/C(=C/c2ccncc2)N2CCC1CC2
27. CC(=O)OC1CC[C@@]2(C)C(=CC(=O)C3C4CCC(OC(C)=O)[C@@]4(C)CCC32)C1 (some centres undefined)
28. CCCCn1c(O)c(C(CC)=NCCc2ccccc2)c(=O)[nH]c1=O
29. O=[P+](Cc1ccccc1)Cc1ccccc1
30. Cc1ccc(C(O)P(=O)(OC2CCCCC2)OC2CCCCC2)cc1 (centres undefined)
31. CCN1C[C@]2(COC(=O)c3ccccc3N)CC[C@H](OC)C34[C@@H]5C[C@H]6[C@H](OC)[C@@H]5[C@](O)(C[C@@H]6OC)[C@@](O)([C@H]13)[C@@H](OC)[C@@H]42
32. CCOc1ccc(CN(CCc2ccc3c(c2)OCO3)Cc2cc(OC)ccc2O)cc1

| screen / no. | 25 | 26 | 27 | 28 | 29 | 30 | 31 | 32 |
| --- | --- | --- | --- | --- | --- | --- | --- | --- |
| ATXN2 expr inh | -14% | -10% | -4% | -7% | 3% | -12% | / | -4% |
| Nrf2 block | ? | ? | -1% | ? | -7% | -1% | -9% | 9% |
| A549 tox | -5% | 1% | -1% | 1% | -4% | -5% | 0% | 3% |
| IL1B secr inh | -14 | -9 | 6 | 9 | 14 | ? | -10 | / |
| HepG2 tox | -24% | -94% | 2% | -12% | 3% | -33% | -1% | -47% |
| Nrf2 activator | -1.1% | 16% | 2.9% | 2.8% | -0.2% | -1.1% | -1.8% | 6.1% |
| S2 tox | i | i | ? | i | i | ? | i | i |
| MCF10A rereplic | 8% | 19% | 1% | 6% | -4% | 8% | 12% | / |
| TGFb inhibitor | -21% | -11% | ? | -12% | ? | 6% | 21% | ? |

33. O=C(NCc1ccccc1)c1cccn(Cc2ccccc2)c1=O
34. CCC(=NCCCN1CCOCC1)c1c(O)n(Cc2ccccc2)c(=O)[nH]c1=O
35. COC(=O)C1=C(N)Oc2cc(C)oc(=O)c2C12C(=O)Nc1ccccc12 (centres undefined)
36. CN1C(=O)C[N+]([O-])=C(c2ccccc2)c2cc(Cl)ccc21
37. O=c1c2ccccc2nc(/C=C/c2ccccn2)n1-c1ccccc1
38. CCOC(=O)CC1=C(C(=O)OCC)C2(C(=O)N1CC(=O)OC)C(C#N)=C(N)Oc1ccccc12 (centres undefined)
39. COc1ccc(OC)c(N=Cc2c(O)[nH]c(=O)[nH]c2=O)c1
40. COc1cccc(-n2c(/C=C/c3ccccn3)nc3ccccc3c2=O)c1
41. C[C@H]1CC[C@@H]2[C@@H](C)[C@H]3C(C[C@H]4C5CC[C@H]6C[C@@H](O)CC[C@]6(C)C5CC[C@]34C)N2C1 (some centres undefined)
42. O=C1CC2(CCCC2)CC(=O)N1CCCCN1CCN(c2ncccn2)CC1

| screen / no. | 33 | 34 | 35 | 36 | 37 | 38 | 39 | 40 | 41 | 42 |
| --- | --- | --- | --- | --- | --- | --- | --- | --- | --- | --- |
| ATXN2 expr inh | / | 1% | / | -10% | 14% | -7% | / | -29% | / | -2%&-8% |
| Nrf2 block | -16% | 18% | 7% | 4% | -12% | 24% | 9% | ? | 18% | 5% |
| A549 tox | ? | -2% | 0% | 16% | -2% | 17% | -6% | -19% | 1% | 8% |
| IL1B secr inh | 14 | 6 | 10 | 8 | ? | -9 | 17 | -84* | / | -7 |
| HepG2 tox | -36% | -4% | 24% | -28% | 1% | -18% | -1% | 1% | -9% | -25% |
| Nrf2 activator | 4.5% | 0.1% | -0.1% | -0.3% | 0.2% | -0.5% | -1.1% | 1.3%[9.22 µM] | / | 0.5% |
| S2 tox | i | i | i | i | ? | i | ? | ? | / | i |
| MCF10A rereplic | 13% | 3% | ? | -21% | ? | -2% | 12% | ? | / | ? |
| TGFb inhibitor | ? | -21% | 7% | 12% | -12% | 1% | ? | 2% | -21% | 8% |

The list is partial (hit frequency here may not be typical).
